GLD-1 RNA inh: GLD-1-TGE RNA interaction inhibition (C. elegans). purified GLD-1 + fluorescein TGE RNA, fluorescence polarization. Q17339. inhibition, % at 5.96 µM. 0.44% of 320,000 active;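 active = percent inhibition above a per-plate cutoff, the plate mean of test compounds plus 3 SD, cut at about 30% in these data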;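 also: 0% = DMSO wells with GLD-1 and probe and 100% = wells lacking GLD-1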
MCL1 BIM primary: inhibitors of human MCL1 binding to BIM-BH3 peptide | 0.68% of 320,000 active | inhibition, % at 10.9 µM | GST-MCL1 / FITC-Bim-BH3 fluorescence polarization | Q07820;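 active = inhibition above the mean inhibition of all tested compounds plus 3 SD, set per campaign, cut at about 40% in these data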;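 also: 0% = DMSO wells and 100% = unlabeled Bim-BH3 peptide control; higher means more loss of mP so more displacement of Bim peptide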
CIT2-GFP yeast: alters CIT2-GFP fluorescence in TOR pathway yeast screen | GFP response vs DMSO, % at 10 µM | 0.065% of 320,000 active | AID 2029 | S. cerevisiae CIT2-GFP strain, flow cytometry, 3 h; 100 means same as DMSO wells;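 active = GFP response relative to DMSO above a set limit, near the screen mean plus 3 SD, cut at about 150% in these data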;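 also: ratio of well median GFP fluorescence to mean of DMSO wells on the plate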
BCLXL inh: inhibitors of human Bcl-xL; Q07817; GST-Bcl-xL / FITC-Bim BH3 peptide fluorescence polarization; inhibition, % at 10.9 µM; 0.7% of 320,000 active; AID 2129;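 active = inhibition above the mean of all tested compounds plus 3 SD, cutoff set per campaign, cut at about 30% in these data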;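 also: 0% = DMSO wells and 100% = unlabeled Bim-BH3 peptide competitor; inhibitors lower millipolarization by displacing the labeled peptide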
AGP1-GFP MLPCN: modulators of TOR pathway AGP1-GFP in S. cerevisiae. S. cerevisiae AGP1-GFP multiplex flow cytometry, 3 h; GFP as percent of DMSO wells. GFP response vs DMSO, % at 10 µM. 0.02% of 320,000 active. AID 2066;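 active = GFP response relative to DMSO above a set limit, near screen average plus 3 SD, cut at about 150% in these data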;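 also: median GFP channel fluorescence of the gated AGP1 strain per well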
MEX-5 binding: C. elegans MEX-5 TCR-2 RNA binding activity | Q9XUB2 | MEX-5/FITC-TCR2 RNA binding, fluorescence polarization; stronger effect = lower value | activity score (negative = inhibition of binding), % at 10 µM | 0.38% of 300,000 active;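 active = inhibition past about -25% in most replicates, and total fluorescence under double the plate's negative control median, limit read from the data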;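 also: 0% = DMSO and -100% = 5 µM competing unlabeled TCR2 RNA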
GRK2 inh: human GRK2 inhibition via aptamer displacement. AID 488847. bead flow cytometry, FAM-aptamer displacement from GRK2. inhibition of aptamer binding, % at 10 µM. 0.59% of 330,000 active. P25098;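 active = inhibition of aptamer binding above 40%, roughly 3 SD of noise, on plates passing a quality check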;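 also: median bead fluorescence of bound FAM aptamer so fluorescent compounds give negative values; no value below 0 was filed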
Fam108B inh: Fam108B inhibition, counter-screen for RBBP9 inhibitors | 0.33% of 300,000 active | inhibition, % at 9.51 µM | recombinant Fam108B, FP-Rh probe fluorescence polarization | AID 1947;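 active = inhibition above the screen mean inhibition plus 3 SD, computed separately per campaign, cut at about 18% in these data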;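 also: inhibitors lower polarization as less probe binds the enzyme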
VLA-4 inh: inhibition in a human VLA-4 binding assay | VLA-4 expressing cells, ligand binding flow cytometry | inhibition, % (about 7 µM as worked out from the volumes in the protocol) | 0.2% of 330,000 active | AID 2557; in the data active = inhibition above about 50%
Target sequence (P13612 whole entry, looked up): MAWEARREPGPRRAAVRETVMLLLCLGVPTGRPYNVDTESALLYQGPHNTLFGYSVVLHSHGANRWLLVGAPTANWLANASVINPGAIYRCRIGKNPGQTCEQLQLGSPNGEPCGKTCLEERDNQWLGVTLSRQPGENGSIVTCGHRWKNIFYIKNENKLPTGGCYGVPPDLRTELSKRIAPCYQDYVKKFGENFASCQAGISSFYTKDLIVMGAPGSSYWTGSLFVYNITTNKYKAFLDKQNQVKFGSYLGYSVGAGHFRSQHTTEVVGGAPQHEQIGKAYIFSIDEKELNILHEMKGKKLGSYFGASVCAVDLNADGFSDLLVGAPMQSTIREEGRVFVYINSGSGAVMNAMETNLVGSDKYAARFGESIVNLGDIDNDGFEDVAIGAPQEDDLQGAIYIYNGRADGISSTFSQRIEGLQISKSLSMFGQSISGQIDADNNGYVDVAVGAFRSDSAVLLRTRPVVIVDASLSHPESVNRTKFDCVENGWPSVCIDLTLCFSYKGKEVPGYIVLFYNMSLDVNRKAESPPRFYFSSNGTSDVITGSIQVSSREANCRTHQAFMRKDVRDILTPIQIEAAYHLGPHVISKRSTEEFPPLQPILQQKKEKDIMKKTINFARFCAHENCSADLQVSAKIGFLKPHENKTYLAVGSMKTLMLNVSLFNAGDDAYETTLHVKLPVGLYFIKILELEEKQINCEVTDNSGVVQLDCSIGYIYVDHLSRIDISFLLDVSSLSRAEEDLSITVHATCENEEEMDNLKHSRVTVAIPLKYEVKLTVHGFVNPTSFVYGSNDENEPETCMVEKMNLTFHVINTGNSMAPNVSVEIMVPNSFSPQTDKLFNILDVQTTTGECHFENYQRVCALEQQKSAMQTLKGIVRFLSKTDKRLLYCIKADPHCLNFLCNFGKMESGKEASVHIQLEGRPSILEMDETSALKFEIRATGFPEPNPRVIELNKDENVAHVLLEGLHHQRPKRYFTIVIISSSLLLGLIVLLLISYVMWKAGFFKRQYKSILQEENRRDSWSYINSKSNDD
* = called active by the depositor; . = no result given. Random draw from the library; 2.2% or so of the library scored in one or more.

SMILES	GLD-1 RNA inh	MCL1 BIM primary	CIT2-GFP yeast	BCLXL inh	AGP1-GFP MLPCN	MEX-5 binding	GRK2 inh	Fam108B inh	VLA-4 inh
O=C(Nc1ccc(Cl)cc1)C(c1ccccc1)N(CCO)CCO (centres undefined)	2	7	105	0	87	-0.3	2	6	-6
Cc1ccc(NC(=O)[C@@H](CC(C)C)NC(=O)[C@@H]2Cc3ccccc3CN2)cc1	-2	1	111	3	113	0.2	0	-7	2
Cc1ccc(C(=O)COC(=O)c2cnccn2)cc1	10	3	96	2	.	0.6	1	5	12
COc1cc(Br)cc(Br)c1OCC(=O)N/N=C/c1c(C)n(C)n(-c2ccccc2)c1=O	.	.	91	.	96	.	0	.	-14
CC(=O)N1CCOc2ccc(S(=O)(=O)N3CCCCC3)cc21	-2	-9	101	-5	92	0.0	4	-3	-2
NC[C@@H]1O[C@H](O[C@H]2[C@@H](O)[C@H](O[C@@H]3[C@@H](O)[C@H](N)C[C@H](N)[C@H]3O[C@H]3O[C@H](CO)[C@@H](O)[C@H](O)[C@H]3N)O[C@@H]2CO)[C@H](N)[C@@H](O)[C@@H]1O	1	14	95	3	90	-0.1	0	-1	8
CN(c1ccc(C(=O)NC2CCCC2)cc1)S(=O)(=O)c1ccccc1	-1	2	99	2	100	-2.5	1	-4	1
CN1CCN(c2ccccc2NC(=O)COc2ccc(C3CCCCC3)cc2)CC1	2	-4	91	2	87	3.8	0	-3	9
Cc1ccc(/C(O)=C2\C(=O)C(=O)N(C)C2c2cccc([N+](=O)[O-])c2)cc1 (centres undefined)	5	-3	102	3	108	-0.4	0	1	1
CC(C)(C)c1ccc(NC(=O)COC(=O)CCN2C(=O)c3cccc([N+](=O)[O-])c3C2=O)cc1	0	-5	102	-4	102	-5.0	3	-2	14
[O-]/[N+](=C\c1cccc(Br)c1)c1ccccc1	12	7	101	6	94	0.3	17	0	12
CCOC(=O)c1sc(NC(=O)Cc2ccc(F)cc2)nc1C	-6	3	112	-1	107	-1.4	0	-8	4
O=C(N/N=C/c1cccs1)C(O)c1ccccc1 (centres undefined)	-6	-3	104	0	111	.	0	-2	7
Cc1ccc(N2CN(CCc3ccccc3)CNC2=S)cc1	1	4	87	4	98	.	5	-3	13
CCCC12CN3CC(C)(CN(C1)C3c1ccco1)C2=O (centres undefined)	2	0	101	-1	99	0.7	0	2	-6
CCCCCC1CC(=O)N(Cc2ccccc2)C(=O)N1 (centres undefined)	-1	7	100	3	105	1.0	1	-2	-1
Cc1cc(OCC(=O)Nc2ccc3c(c2)OCCO3)ccc1Cl	-1	-14	94	-10	91	0.4	4	-1	9
Cc1ccc(-n2c(SCC(=O)N3CCOCC3)nnc2-c2ccncc2)cc1	4	-8	98	-3	95	-1.2	0	2	-5
O=c1c(C(c2ccccc2)c2c(O)nc3n(c2=O)CCS3)c(O)nc2n1CCS2	4	5	102	12	101	-0.2	0	0	-10
CC(C)n1c(NCc2cc(Cl)ccc2O)nc2ccccc21	3	7	102	4	106	-1.1	0	8	42
C/C(=N/NC(=O)CNC(=O)CCc1ccccc1)c1ccc(Cl)c(Cl)c1	2	2	98	2	103	0.3	0	-3	3
CC(C)(C)C(=O)NCCN1CCN(C(=O)C(C)(C)C)CC1	6	7	106	4	102	1.1	0	-1	-3
CC(C)CNS(=O)(=O)c1ccc(S(=O)(=O)N2CCC3(CC2)OCCO3)cc1	3	11	96	9	99	-0.7	0	3	14
CNS(=O)(=O)c1ccc(Cl)nc1	7	-2	99	-2	96	0.1	0	-1	-1
CCCCN(Cc1ccco1)C(=O)Cn1ncc2c(=O)oc3ccc(C)cc3c21	-6	-1	103	5	95	-1.3	0	6	-11
COc1ccc(CNC(=O)CN2C(=O)NC(C)(c3cccc(Br)c3)C2=O)cc1 (centres undefined)	0	-10	105	2	102	-1.8	0	2	30
N#Cc1c(-c2ccccc2Cl)noc1/C=C/Nc1ccc(C(=O)O)cc1	-22	-19	98	2	103	-14	7	6	0
O=S(=O)(c1ccc2c(c1)CCCC2)N1CCNCC1	0	6	91	5	91	.	5	.	0
Cc1ccnc(-n2c(CCN3C(=O)c4ccccc4C3=O)nc3ccccc3c2=O)c1	2	-2	106	0	101	-1.3	1	1	2
CCc1cc(Cn2nc(-c3ccccc3C)cc2C(=O)O)on1	0	-1	86	-1	79	.	0	.	21

A second format for part of the listing above:
Results follow in this order: GLD-1 RNA inh, MCL1 BIM primary, CIT2-GFP yeast, BCLXL inh, AGP1-GFP MLPCN, MEX-5 binding, GRK2 inh, Fam108B inh, VLA-4 inh
- O=S(=O)(c1ccc2c(c1)CCCC2)N1CCNCC1
  0, 6, 91, 5, 91, ., 5, ., 0
- N#Cc1c(-c2ccccc2Cl)noc1/C=C/Nc1ccc(C(=O)O)cc1
  -22, -19, 98, 2, 103, -14, 7, 6, 0
- Cc1cc(OCC(=O)Nc2ccc3c(c2)OCCO3)ccc1Cl
  -1, -14, 94, -10, 91, 0.4, 4, -1, 9
- CCCCN(Cc1ccco1)C(=O)Cn1ncc2c(=O)oc3ccc(C)cc3c21
  -6, -1, 103, 5, 95, -1.3, 0, 6, -11
- CC(C)CNS(=O)(=O)c1ccc(S(=O)(=O)N2CCC3(CC2)OCCO3)cc1
  3, 11, 96, 9, 99, -0.7, 0, 3, 14

Following part
SMILES	GLD-1 RNA inh	MCL1 BIM primary	CIT2-GFP yeast	BCLXL inh	AGP1-GFP MLPCN	MEX-5 binding	GRK2 inh	Fam108B inh	VLA-4 inh
Cc1ccc(C(=O)Nn2c(O)c(C=C3N=c4ccccc4=N3)sc2=S)cc1	-2	4	108	1	103	-1.7	10	6	2
O=C(COC(=O)C1CCN(C(=O)c2ccc(Cl)cc2)CC1)Nc1ccccc1F	0	2	98	5	98	.	0	.	0
Cc1ccccc1-n1ncc2c1CC(C)(C)CC2NC(=O)CCN1CCCCC1=O (centres undefined)	3	0	94	2	94	-1.3	1	-2	-6
COc1ccc(-n2c(N)c(C(=O)NCC3CCCO3)c3nc4ccccc4nc32)c(OC)c1 (centres undefined)	-4	2	95	6	99	-7.3	4	4	-1
COc1ccccc1NC(=O)c1cccs1	-4	-2	102	-1	97	2.1	1	-1	13
CCOC(=O)Cc1csc(NC(=O)C(CC(C)C)NC(=O)C2CCCCC2)n1 (centres undefined)	-8	1	113	1	101	1.0	0	2	-6
COc1ccc(NS(=O)(=O)c2ccc(N3CCCC3)c(NC(=S)Nc3cccc(C)c3C)c2)cc1	5	4	112	9	105	-0.5	0	6	-8
O=C(Nc1ccc(F)cc1)N1CCN(c2ncccn2)CC1	11	-1	96	2	91	0.9	94*	0	10
CCOC(=O)CC1CCCCN1C(=O)c1ccc2nc(CCOC)oc2c1 (centres undefined)	-1	6	101	3	103	2.3	1	-7	9
COc1cc(OC)c(NC(=O)CN(C)S(=O)(=O)c2ccc3[nH]c(=O)oc3c2)cc1Cl	2	1	100	1	102	2.8	7	3	-10
Cn1cc(-c2cc(C(=O)O)on2)cn1	-3	-5	93	-7	100	-0.3	2	-6	4
Cc1onc(-c2ccccc2)c1-c1csc(N/N=C/c2ccccc2)n1	-4	0	95	-6	103	.	1	-3	8
O=C(Nc1nnc(SCC(=O)N2CCCCC2)s1)c1ccc(F)cc1F	-3	3	99	2	94	-1.0	0	-1	2
CCc1ccc(OCc2nnc(-c3ccccc3Br)o2)cc1	6	9	104	6	105	.	1	.	-22
CCOC(=O)N1CCC(N2CC34C=CC(O3)C(C(=O)Nc3ccc(C)cc3)C4C2=O)CC1 (centres undefined)	2	-6	104	-8	102	-0.8	1	-4	7
O=C(c1cccc([N+](=O)[O-])c1)N1CCN(S(=O)(=O)N2CCCCC2)CC1	0	-3	95	5	101	-0.8	5	-2	3
COc1ccc(OC)c(NC(=O)CC2Oc3ccccc3NC2=O)c1 (centres undefined)	0	-2	107	-1	101	-1.8	7	2	11
Cc1ccccc1-n1nc(C)c2cc(C(=O)N3CCN(S(=O)(=O)c4ccc(F)cc4)CC3)sc21	0	1	103	2	110	1.6	0	-2	9
NNC(=S)Nc1cc(S(=O)(=O)N2CCOCC2)ccc1N1CCOCC1	0	5	101	1	105	1.9	5	1	3
CC(NC(=O)c1cc2ccccc2o1)c1cccs1 (centres undefined)	4	-1	62	-2	68	0.4	3	-5	4
O=C(Nc1ccccc1)c1ccc[nH]1	3	24	99	3	94	0.2	0	0	7
Cc1cc(C)c2nc(-c3cccnc3)cc(C(=O)NC(C)c3cnn(C)c3C)c2c1 (centres undefined)	3	3	99	2	100	-1.1	0	-4	-1
COCc1cc(C)nc2sc(C(=O)NN)c(-n3cccc3)c12	3	6	93	3	100	2.6	4	-8	14
FC(F)(F)c1ccnc(N2CCN(Cc3cnc(-c4ccccc4)[nH]3)CC2)c1	4	-3	93	1	98	1.5	0	4	8
N#CCOc1ccc(C2=NO[C@@H]3[C@@H]4C[C@@H]([C@H]5C(=O)N(c6ccc7c(c6)OCO7)C(=O)[C@@H]45)[C@H]23)cc1	8	5	101	4	102	1.8	0	1	17
Cc1[nH]nc(Nc2ccc(O)cc2)c1[N+](=O)[O-]	-1	8	107	12	97	-1.1	1	1	6
Cc1c(CN2CCC(CO)(Cc3ccccc3)CC2)c2ccccc2n1C	1	4	109	2	103	3.4	0	1	0
CC(=O)N1CCN(c2ccc(S(=O)(=O)N3CCOCC3)cc2[N+](=O)[O-])CC1	3	.	126	.	108	.	1	.	4
Oc1ccc(Br)cc1/C=N/Nc1ncc(-c2ccccc2)cn1	7	4	118	2	111	0.7	0	-1	3
COc1ccc(OC)c(CNS(=O)(=O)c2cc(-c3cc(C)no3)ccc2OC)c1	0	10	103	11	96	-1.6	0	0	-6
CN(C)CCCNC(=O)c1ccc(-c2nc(-c3ccc(Cl)cc3)cs2)cc1	-7	0	72	4	84	-1.1	0	-3	31
Cc1cc2c(=O)n(CC(=O)N3CCN(c4ccccc4)CC3)cnc2s1	-2	2	102	1	97	.	0	-2	0
O=C(O)c1ccccc1C(=O)c1ccc(-c2ccccc2)cc1	-3	-2	86	-1	89	-0.5	1	-6	0
COc1cccc(-c2coc3cc4oc(=O)c(CC(=O)O)c(C)c4cc23)c1	0	5	98	15	98	-1.6	4	-2	9
COc1ccc(-c2nnc(-c3cc4ccccc4oc3=O)o2)cc1	4	-3	95	-5	94	1.6	2	-4	-4
N#C/C(=C/c1ccc2c(c1)OCO2)C(=O)NCCc1c[nH]c2ccccc12	8	2	100	-2	102	0.4	1	5	.
O=C(O)CCCCCNc1nc(=S)[nH]c2ccccc12	-5	5	106	7	103	1.2	0	0	-12
C/C(=N\NC(=O)c1cc(C)nc2ccccc12)c1ccc([N+](=O)[O-])cc1	-2	5	96	6	99	0.2	0	-2	3
O=C(NCC(=O)N(c1cccnc1)C(C(=O)NCc1ccco1)c1ccccc1)c1ccco1 (centres undefined)	8	1	90	2	98	0.3	0	0	13
COC(=O)[C@@]1(Cc2ccc(OC)cc2)[C@H]2c3cc(C(=O)N4CCCC4)n(CCO)c3C[C@H]2CN1C(=O)c1ccccc1	2	1	91	4	96	.	0	-3	9
COc1ccc(S(=O)(=O)N2CCCCC2)cc1C(=O)N1CCCCCC1	-4	9	107	5	103	-1.2	6	-6	-1
O=C(Nc1ccccc1N1CCCC1)c1cc2ccccc2o1	5	19	104	11	98	0.7	0	-1	-6
CCc1ccc(/C=C2\SC(=S)N(CCCC(=O)Nc3ccccc3C(=O)O)C2=O)cc1	3	4	108	4	106	-7.3	0	-2	0
CCCCOC(=O)Nc1nc2ccc([N+](=O)[O-])cc2s1	-1	3	96	6	99	-0.2	0	4	-7
CCOC(=O)CC1(C)OCC(C[N+]2(C)CCCCC2)O1 (centres undefined)	9	-18	97	-8	101	-1.4	1	12	2

Screening data as filed in PubChem.
